Bcl-B TR3 displacers – displacers of TR3 peptide from Bcl-B, primary screen, selectivity assay for Bfl-1 inhibitor project, biochemical, fluorescence polarization | FP displacement of FITC-TR3 peptide from Bcl-B; higher % means a stronger effect | displacement, % at 20 µM, or IC50 in µM where a hit was titrated | actives 0.11% (n = 96,000);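 active = displacement above 50% at 20 µM plus a fluorescence interference ratio under 1.5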;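 note: plate controls were wells without compound for no effect and wells lacking Bcl-B protein for full effect; a part of the inactive calls stands beside numbers as strong as those of hits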
IL1B NFkB inh – blocks IL-1B driven NFkB nuclear translocation in HUVEC cells. HUVEC IL-1B NFkB p65 nuclear translocation imaging. actives 0.43% (n = 94,000). AID 796. inhibition, % at 2 µM;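 active = inhibition above about 30% together with a positive call from visual inspection of the well image, limit read from the data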;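 note: nuclear over cytoplasmic p65 intensity ratio measured by imaging; 0% = IL-1B stimulated DMSO wells and 100% = unstimulated DMSO wells; values of inactives mirror those of a sister screen read the other way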
PLAP inhibitors HTS – PLAP enzyme inhibitors, biochemical, luminescence, HTS (AID 690); actives 0.08% (n = 96,000); inhibition, % at 20 µM; hits with a dose series show IC50 in µM; purified PLAP, luminescent substrate; higher % means a stronger effect; in the data active = a potency from the dose series; inactive = the rest, 99 in 100 with inhibition below about 30%; note: strong numbers were not always called active
IL1B NFkB pot – enhances IL-1B driven NFkB nuclear translocation; HUVEC IL-1B NFkB p65 nuclear translocation imaging; activation, % at 2 µM; actives 0.3% (n = 94,000); AID 819;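 active = activation above 40%, about the mean plus 3 SD, also judged a hit on visual image review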;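 note: percent activation is computed from the nuclear over cytoplasmic p65 intensity ratio; values of inactives mirror those of a sister screen read the other way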
MRP reversal – reverses drug resistance mediated by MRP; H69AR cells + 2 uM doxorubicin, CellTiter-Glo, 72 h; differential viability (reversal), % at 10 µM; actives 0.04% (n = 85,000); AID 602;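 active = viability drop by adding the cancer drug above about 55%, with treated viability meeting a 40% cutoff, limit read from the data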;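 note: viability without doxorubicin minus viability with 2 µM doxorubicin for each compound; larger differential means the compound sensitizes cells more to doxorubicin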
MRP reversal cytotoxicity – also measured in MRP reversal; calls as there; viability, %; H69AR cells, CellTiter-Glo, 72 h; measured here: cytotoxicity without doxorubicin
MRP reversal with doxorubicin – also measured in MRP reversal; calls as there; viability, %; measured here: viability with 2 uM doxorubicin; active compounds read low
IL1B NFkB inh cell count 2 µM – recorded beside IL1B NFkB inh, whose call it bears; cell count; measured here: cells passing quality filter;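 raw number of nuclei counted in each imaged well without normalization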
IL1B NFkB pot cell count 2 µM – recorded beside IL1B NFkB pot, whose call it bears; cell count; measured here: cells passing quality filter
Numbers without * were called inactive; x = no result given.

Screens in order: Bcl-B TR3 displacers | IL1B NFkB inh | IL1B NFkB inh cell count 2 µM | PLAP inhibitors HTS | IL1B NFkB pot | IL1B NFkB pot cell count 2 µM | MRP reversal | MRP reversal cytotoxicity | MRP reversal with doxorubicin
- COc1ccc(S(=O)(=O)Cc2ccc(C(=O)NCCc3ccc(S(N)(=O)=O)cc3)o2)cc1
    1% | 16 | 63 | 11% | -16 | 63 | 12 | 103 | 91
- Cc1ccccc1NC1=NC(=S)N(c2ccccc2)C12CCOC(C)(C)C2 (stereo not given)
    6% | 18 | 173 | -2% | -18 | 173 | 9 | 74 | 65
- Cc1ccccc1CSCCNC(=O)c1ccc(N(C)S(=O)(=O)c2ccccc2)cc1
    9% | 7 | 44 | -4% | -7 | 44 | x | x | x
- N#Cc1ccccc1NC(=O)COC(=O)CSc1nc2ccccc2o1
    -4% | -27 | 56 | 5% | 30 | 56 | 0 | 86 | 86
- CC(C)(C)NC(=O)Cn1c(=O)oc2cc(S(=O)(=O)N3CCc4ccccc43)ccc21
    -8% | -3 | 61 | -31% | 3 | 61 | -15 | 59 | 74
- Cc1cc(C)n2nc(-c3cnn(C)c3C(F)(F)F)c(Cl)c2n1
    -3% | -5 | 148 | 5% | 5 | 148 | x | x | x
- CN1CCN(c2nc3ccccc3nc2C(C#N)C(=O)OC2CCCCC2)CC1 (stereo not given)
    9% | -18 | 108 | -62% | 18 | 108 | 4 | 19 | 15
- COCCCNC(=O)CN1CCN(Cc2ccccc2Cl)C1=O
    -3% | 3 | 58 | -6% | -3 | 58 | 12 | 98 | 87
- COCCN(CCOC)S(=O)(=O)c1ccc(C(=O)Nc2nnc(C3CC3)o2)cc1
    -7% | 2 | 152 | -38% | -2 | 152 | -3 | 87 | 90
- COc1cc(C(c2c(C)[nH][nH]c2=O)c2c(C)[nH][nH]c2=O)ccc1OS(=O)(=O)c1ccccc1
    -3% | -3 | 186 | -150% | 3 | 186 | -2 | 96 | 98
- CCOC(=O)c1c(NC(NC(C)=O)C(Cl)(Cl)Cl)sc(C(C)=O)c1C (stereo not given)
    5% | -5 | 83 | -33% | 5 | 83 | x | x | x
- Cc1ccnc(NC(=S)NC(=O)/C=C/c2ccccc2)c1
    2% | 4 | 119 | 1% | -4 | 119 | x | x | x
- c1cc(-c2nnc(-c3ccncc3)o2)ccn1
    -11% | -15 | 110 | 12% | 15 | 110 | 9 | 94 | 85
- CC(CCc1ccccc1)NC(=O)C1CCCN(c2nnc(-n3cccc3)s2)C1 (stereo not given)
    x | -16 | 82 | x | 16 | 82 | -2 | 78 | 80
- Cc1c(C(=O)Nc2ccc(F)cc2)oc2ccc(S(=O)(=O)N3CC(C)CC(C)C3)cc12 (stereo not given)
    -3% | x | x | -63% | x | x | 1 | 12 | 11
- CCc1nc(SCC(=O)NCCc2ccccc2)n[nH]1
    -7% | 5 | 169 | -38% | -5 | 169 | -3 | 101 | 104
- CCc1c(C)[nH]c2nc3ccccc3n2c1=O
    4% | -6 | 122 | -126% | 6 | 122 | -2 | 80 | 82
- CCc1nc(N2CCCCC2C)c2oc3ccccc3c2n1 (stereo not given)
    -6% | -15 | 169 | -44% | 15 | 169 | -70 | 22 | 92
- CCCC(=O)NC(Nc1ccc(S(=O)(=O)Nc2ncccn2)cc1)(C(=O)OCC)C(F)(F)F (stereo not given)
    -6% | 12 | 212 | -6% | -12 | 212 | -11 | 97 | 107
- CCOCCOCCC(C(=O)OCC)P(=O)(c1ccccc1)c1ccccc1 (stereo not given)
    13% | -15 | 171 | -13% | 15 | 171 | 6 | 95 | 89
- O=C(O)CC(CP(=O)(c1ccccc1)c1ccccc1)C(=O)O (stereo not given)
    14% | -6 | 194 | 5% | 6 | 194 | 4 | 106 | 101
- Cc1c(NC(=O)c2cc(=O)[nH]c3ccccc23)c(=O)n(-c2ccccc2)n1C
    -5% | 6 | 126 | -24% | -6 | 126 | 8 | 98 | 89
- CCn1ncc2c1C(=O)NC1c3ccccc3C(=O)N21 (stereo not given)
    -2% | -4 | 127 | -10% | 4 | 127 | 6 | 89 | 83
- CCCC(=O)Nc1ccc(Oc2ccc(NC(=O)CCC)cc2)cc1
    x | -5 | 152 | x | 5 | 152 | 5 | 98 | 93
- C=CCNc1nc(NCCN2CCOCC2)nc(N2CCOCC2)n1
    -11% | 6 | 114 | 3% | -5 | 114 | 9 | 102 | 93
- COC(=O)c1ccc(NC(=O)CSc2nnnn2C2CCCCC2)cc1
    x | -14 | 167 | x | 14 | 167 | -14 | 87 | 100
- Cn1c(NN)nc2sc3c(c2c1=O)CC(C)(C)OC3
    x | 8 | 171 | x | -8 | 171 | -1 | 73 | 74
- O=C(CN(Cc1ccccc1)S(=O)(=O)c1ccc2c(c1)OCCO2)Nc1ccc2c(c1)OCCO2
    -5% | x | x | -51% | x | x | x | x | x
- Cc1ccccc1-n1cnnc1SCC(=O)N1CCN(c2ccccc2)CC1
    5% | -10 | 143 | -73% | 10 | 143 | 18 | 95 | 77
- CCOC(=O)c1cn(CC(=O)Nc2ccccc2C(=O)OCC)nn1
    4% | -18 | 147 | 8% | 19 | 147 | 12 | 87 | 75
- Cn1nnc2cc(NC(=O)N3CC4(C)CC3CC(C)(C)C4)ccc21 (stereo not given)
    7% | -9 | 148 | -41% | 9 | 148 | 10 | 110 | 101
- Cc1ccc(NC(=O)CSc2nnc([C@@H]3CCCN3C(=O)OC(C)(C)C)o2)c(C)c1
    -2% | 6 | 155 | -29% | -6 | 155 | -21 | 35 | 56
- O=C(NCc1cccs1)C1CCCN(S(=O)(=O)c2cccc3cccnc23)C1 (stereo not given)
    1% | 0 | 197 | 17% | 0 | 197 | 2 | 82 | 79
- COc1ccc(N2CCN(C(=O)c3cn(C)c(=O)c4c3c3ccccc3n4C)CC2)cc1
    -4% | 6 | 91 | -30% | -6 | 91 | -8 | 72 | 80
- O=S(=O)(/C=C/c1ccccc1)n1cnc2ccccc21
    -1% | 9 | 153 | -5% | -9 | 153 | -9 | 20 | 28
- COc1ccc(C(=O)COc2nc(C)cc(C)c2C#N)cc1
    -17% | -6 | 155 | 15% | 6 | 155 | 9 | 99 | 90
- O=C(O)CSc1nc2ccccc2[nH]1
    3% | 2 | 50 | 13% | -2 | 50 | 0 | 98 | 98
- CC1=NN(/C(=N\c2nnc(C)s2)Nc2ccc(C)cc2)[C@H](c2ccc(C)cc2)S1
    x | 5 | 120 | x | -5 | 120 | 10 | 87 | 77
- O=C(CSc1nccn1Cc1ccccc1)Nc1nccs1
    0% | -1 | 115 | -12% | 1 | 115 | -6 | 85 | 92
- CC(=O)Nc1cc(-c2ccc(Cl)cc2)nn1-c1ccccc1
    x | 7 | 89 | x | -7 | 89 | 7 | 99 | 92
- Cc1[nH]c2ccccc2c1/C=C(\C#N)S(=O)(=O)c1ccccc1
    17% | 2 | 186 | 16% | -2 | 186 | -15 | 68 | 84
- CC(C)(C)CC(=O)OCC(=O)Nc1cc(C(C)(C)C)nn1-c1ccccc1
    4% | -3 | 151 | 4% | 3 | 151 | x | x | x
- CCCc1c(C(=O)OCC)[nH]c2c1C(=O)CCC2
    5% | 0 | 142 | 16% | 0 | 142 | 19 | 96 | 77
- COC(=O)c1ccccc1NC(=O)N[C@@H](C)C(=O)OC
    2% | -9 | 136 | -18% | 9 | 136 | -3 | 88 | 91
- O=C(CSc1nnnn1C1CCCC1)c1ccc2c(c1)OCCO2
    0% | -6 | 108 | 16% | 6 | 108 | 4 | 84 | 80
- CCCCc1ccc(-c2nc(N)n[nH]2)cc1
    12% | -15 | 133 | -15% | 15 | 133 | -1 | 89 | 90
- FC(F)(F)c1cc(-c2ccco2)nc(NCc2ccc(Cl)cc2)n1
    -38% | -9 | 158 | 64% | 9 | 158 | 15 | 101 | 87
- COc1ccc(Cl)cc1NC(=O)Nc1ccc(Br)cn1
    1% | -8 | 65 | 16% | 8 | 65 | -9 | 38 | 47
- COc1ccccc1NC(=O)CN1CCN(C2c3ccccc3-c3ccccc32)CC1
    -5% | -6 | 120 | -83% | 6 | 120 | 30 | 38 | 8
- Nc1c(C(=O)NCc2ccco2)nnn1-c1ccccc1
    -6% | -12 | 173 | 9% | 12 | 173 | 6 | 100 | 94
- Cc1ccc(NCCC(=O)c2cccc([N+](=O)[O-])c2)c(C)c1
    -3% | -6 | 155 | -6% | 6 | 155 | x | x | x
- COc1ccc(S(=O)(=O)Cc2ccc(C(=O)NCCCN3CCc4ccccc4C3)o2)cc1
    -23% | 8 | 150 | -64% | -8 | 150 | 4 | 84 | 79
- N#C/C(=C/c1ccc(N2CCCC2)c([N+](=O)[O-])c1)c1nc2ccccc2[nH]1
    0% | 12 | 131 | 22% | -12 | 131 | x | x | x
- COc1ccc(CN(CC(=O)NC2CCCC2)C(=O)CCC(=O)Nc2cc(C)on2)cc1
    x | -6 | 137 | x | 6 | 137 | 17 | 96 | 79
- CCOC(=O)c1c(SC)nc(SC)c2c1CCC2
    2% | -20 | 126 | 25% | 20 | 126 | -1 | 100 | 101
- COc1ccc(N=CC2=C(O)CCCC2=O)cc1
    -6% | -11 | 196 | -4% | 11 | 196 | -5 | 84 | 89
- Cn1ccnc1C(O)c1ccco1 (stereo not given)
    2% | -6 | 125 | 24% | 6 | 125 | 3 | 96 | 93
- CCOC(=O)CC(=O)CSc1ncc(C(=O)OCC)c(N)n1
    x | -15 | 157 | x | 15 | 157 | -12 | 81 | 93
- COC(=O)CN1CCN(C(=O)c2ccc(F)cc2)c2ccccc2C1
    -10% | -8 | 164 | -26% | 8 | 164 | 10 | 97 | 86
- CS(=O)(=O)NCc1ccc(C(=O)NCc2ccccc2)cc1
    -15% | 3 | 156 | 10% | -3 | 156 | -31 | 61 | 92

Following part
Screens in order: Bcl-B TR3 displacers | IL1B NFkB inh | IL1B NFkB inh cell count 2 µM | PLAP inhibitors HTS | IL1B NFkB pot | IL1B NFkB pot cell count 2 µM | MRP reversal | MRP reversal cytotoxicity | MRP reversal with doxorubicin
- Cc1cc(NC(=O)C(C)C)ncc1NC(=O)Cc1ccccc1
    -4% | -3 | 101 | 4% | 3 | 101 | 5 | 97 | 92
- COC(=O)c1c(NC(=O)CN2CCN(Cc3ccc4c(c3)OCO4)CC2)sc(C)c1C
    -16% | -17 | 117 | -71% | 17 | 117 | -8 | 2 | 10
- CCCOc1ccccc1NC(=O)c1c(-c2ccccc2)noc1C
    -4% | -16 | 62 | -2% | 17 | 62 | 17 | 87 | 70
- Oc1ccc(Nc2nc3ccccc3nc2Nc2ccc(O)cc2)cc1
    13% | 23 | 170 | 7% | -23 | 170 | 0 | 2 | 3
- O=C(CCc1nc(-c2ccccc2F)no1)NCCN1CCOCC1
    -4% | 5 | 115 | -21% | -5 | 115 | 1 | 106 | 104
- C=CCc1c(C)nc(SC(C)C)[nH]c1=O
    -2% | -8 | 176 | 17% | 8 | 176 | -1 | 98 | 100
- Cc1cc(C)n(Cc2ccc(C(=O)O)o2)n1
    9% | 16 | 198 | -10% | -16 | 198 | -4 | 91 | 95

Laid out differently: results already given
Compound,Bcl-B TR3 displacers,IL1B NFkB inh,IL1B NFkB inh cell count 2 µM,PLAP inhibitors HTS,IL1B NFkB pot,IL1B NFkB pot cell count 2 µM,MRP reversal,MRP reversal cytotoxicity,MRP reversal with doxorubicin
Cc1cc(NC(=O)C(C)C)ncc1NC(=O)Cc1ccccc1,-4%,-3,101,4%,3,101,5,97,92
C=CCc1c(C)nc(SC(C)C)[nH]c1=O,-2%,-8,176,17%,8,176,-1,98,100

Copied from the list.
Result for `Cc1cc(NC(=O)C(C)C)ncc1NC(=O)Cc1ccccc1` under IL1B NFkB pot: 3
Result for `CCCOc1ccccc1NC(=O)c1c(-c2ccccc2)noc1C` under IL1B NFkB pot cell count 2 µM: 62
Result for `Oc1ccc(Nc2nc3ccccc3nc2Nc2ccc(O)cc2)cc1` under IL1B NFkB pot cell count 2 µM: 170
Result for `O=C(CCc1nc(-c2ccccc2F)no1)NCCN1CCOCC1` under MRP reversal cytotoxicity: 106
Result for `Cc1cc(C)n(Cc2ccc(C(=O)O)o2)n1` under MRP reversal cytotoxicity: 91

Bioassay records as filed in PubChem BioAssay.

A portion of the library (hit frequency here may not be typical).
